# PPARg SRC-1 ag = agonists of human PPARgamma SRC-1 coactivator recruitment. P37231. PPARgamma-SRC-1 coactivator recruitment biochemical assay. activation, % at 8 µM. hit rate 0.41% among 200,000. AID 631; in the data active means activation above about 19%;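 further: 0% = DMSO and 100% = reference agonist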
# S1P3 antagonist = antagonists of human S1P3 receptor; hit rate 0.27% among 170,000; CHO S1P3 NFAT-BLA reporter, FRET fluorescence, antagonist mode; inhibition, % at 4.98 µM; Q99500; AID 485;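 active means inhibition above the plate cutoff, the mean inhibition of test wells on that plate plus 3 SD, cut at about 28% in these data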;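 further: cells challenged with S1P at its EC80 of 0.8 µM; blue over green emission ratio from cleaved BLA substrate after 4 h stimulation; 0% = S1P-stimulated wells and 100% = unstimulated DMSO-only wells; some compounds past the cut are filed as inactive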
# Target sequence (Q99500 whole entry, looked up): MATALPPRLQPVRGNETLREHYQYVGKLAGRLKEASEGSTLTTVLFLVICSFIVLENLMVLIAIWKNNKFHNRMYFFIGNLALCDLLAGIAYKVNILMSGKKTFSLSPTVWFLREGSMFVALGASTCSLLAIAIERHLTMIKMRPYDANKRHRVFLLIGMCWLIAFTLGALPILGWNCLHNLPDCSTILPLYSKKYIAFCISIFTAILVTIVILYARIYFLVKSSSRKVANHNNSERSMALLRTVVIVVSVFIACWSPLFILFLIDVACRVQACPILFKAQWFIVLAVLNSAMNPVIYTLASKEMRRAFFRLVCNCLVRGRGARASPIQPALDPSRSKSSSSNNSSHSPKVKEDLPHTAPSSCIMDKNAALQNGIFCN
# bIAP inhibitor = intestinal alkaline phosphatase (bovine) inhibition; purified bovine IAP, CDP-star luminescence, 30 min; inhibition, % at 20 µM; 190,000 tested, under 10 active; AID 1019;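 active means over 50% inhibition of intestinal alkaline phosphatase at 20 µM in the single-dose screen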
#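 System: purified bovine intestinal alkaline phosphatase (IAP) enzyme; Input: IAP diluted 1/65,000,000 in the well; Measured by: CDP-star luminescence signal; Compound dosing: 20 µM single dose; Incubation: 30 min reaction at room temperature.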
# L major viab = inhibitors of Leishmania major promastigote growth; hit rate 9% among 200,000; Leishmania major promastigotes, resazurin fluorescence viability; AID 1063; inhibition, % at 10 µM; in the data active means inhibition above about 50%;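 further: promastigotes grown with compound for 44 hours at 28 °C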
# PPARg SRC-3 ag = agonists of human PPARgamma SRC-3 coactivator recruitment; P37231; biochemical PPARgamma/SRC-3 coactivator recruitment assay; activation, % at 8 µM; hit rate 0.26% among 200,000; AID 731; in the data active means activation above about 23%;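 further: 0% = DMSO and 100% = reference agonist; some compounds past the cut are filed as inactive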
# TLR4-MyD88 BLA = TLR4-MyD88 interaction inhibition in cells; HeLa CL3-4 TLR4/MyD88 BLA complementation, FRET ratio; O00206+Q99836; inhibition, % at 8.4 µM; hit rate 0.18% among 200,000; AID 861; in the data active means inhibition above about 25%;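 further: 0% = vehicle and 100% = reference inhibitor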
# SRC2 TRFRET art = counter-screen for PPARgamma SRC-2 recruitment agonists: TR-FRET artefact | TR-FRET ratio at 8 µM | hits give high values | hit rate 0.4% among 200,000; in the data active means TR-FRET ratio above about 2000; further: inactives centre near 1500; reference of the scale not given here
# bIAP act = intestinal alkaline phosphatase (bovine) activation; purified bovine IAP, CDP-star luminescence, 30 min; hits give high values; fold of DMSO-control signal, blank-subtracted; activation factor at 20 µM; hit rate 0.17% among 200,000;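 active means activation factor of 2 or more at 20 µM, a signal rise over negative controls twice the positive control's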
# PPARg SRC-2 ag = PPARgamma-driven SRC-2 recruitment agonism. hit rate 0.34% among 200,000. AID 1032. activation, % at 8 µM. PPARgamma LBD-SRC-2 recruitment, biochemical. P37231; in the data active means activation above about 22%;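 further: 0% = vehicle and 100% = reference agonist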
# DTT redox prof = compounds producing H2O2 with reducing agent – biochemical, NIH compound library profiling, artefact control for MLSCN library redox annotation, primary screen; hit rate 0.03% among 200,000; DTT-dependent redox cycling H2O2, phenol red/HRP absorbance; 100% = 100 µM peroxide control, 0% = buffer; activation, % at 10 µM; AID 878;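 active means activation of at least 50% relative to the plate's high and low controls in the primary single-dose screen; inactive means activation below 50%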;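 further: compound incubated with DTT at 0.8 mM final as the reducing agent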
# ROMK primary = modulates human ROMK potassium channel activity; P48048; Tet-inducible ROMK, thallium flux fluorescence; actives lie on both sides; B-score at 10 µM; hit rate 2% among 130,000; AID 1918;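 active means signal ratio slope over the read window, or its plate-corrected B-score, at least 3 SD from the plate mean, either direction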;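 further: B-score of the F/F0 ratio slope over 7 to 12 s after thallium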
# Target sequence (P48048 whole entry, looked up): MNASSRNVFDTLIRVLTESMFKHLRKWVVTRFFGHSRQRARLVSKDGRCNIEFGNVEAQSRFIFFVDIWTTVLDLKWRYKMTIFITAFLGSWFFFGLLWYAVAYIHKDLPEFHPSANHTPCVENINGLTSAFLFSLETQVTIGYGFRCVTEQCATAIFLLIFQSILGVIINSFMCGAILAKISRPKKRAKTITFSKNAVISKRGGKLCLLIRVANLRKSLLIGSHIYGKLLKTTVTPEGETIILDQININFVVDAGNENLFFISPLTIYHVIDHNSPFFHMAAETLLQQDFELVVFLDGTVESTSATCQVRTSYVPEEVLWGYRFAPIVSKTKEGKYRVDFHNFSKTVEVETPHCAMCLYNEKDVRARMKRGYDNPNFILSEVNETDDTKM
# The depositor's hits bear a star; nt = not tested or not shown.
molecule,PPARg SRC-1 ag,S1P3 antagonist,bIAP inhibitor,L major viab,PPARg SRC-3 ag,TLR4-MyD88 BLA,SRC2 TRFRET art,bIAP act,PPARg SRC-2 ag,DTT redox prof,ROMK primary
CC(=O)N(c1ccccc1)c1nc(C)cc(C)c1C#N,6,nt,6,-1,11,2,1578,0.9,-13,1.5,0.052
Cc1ccc(-c2c(C(=O)N3CCOCC3)oc(=O)c3ccccc23)cc1,-3,-15,-7,-4,1,-12,1814,1.1,7,-1.0,nt
COCCNS(=O)(=O)c1ccc(SC)cc1,0,4,8,-1,7,-1,1727,0.9,6,0.5,nt
CC1(C)Cc2c(sc3[nH]c(=S)n(Cc4ccccc4)c(=O)c23)CO1,11,nt,6,4,23,-1,1682,0.9,10,-3.0,nt
CCn1c(NCc2cccs2)nc2ccccc21,-3,12,16,6,8,-19,1379,0.8,0,1.4,0.51
CCn1c(/C=C/c2ccccc2)nc2ccccc2c1=O,-2,-11,8,-1,5,-1,1325,0.9,-4,-0.5,-1.1
Cc1cc(CNC(=O)c2cccnc2Cl)c2ccccc2n1,8,-12,8,0,3,12,1754,0.9,-3,-1.3,nt
Cc1ccc(-c2nc(CN3CCN(c4cnccn4)CC3)c(C)o2)o1,3,-2,-5,1,3,-1,1433,1.1,1,-1.8,0.33
CCOC(=O)c1c(C)n(-c2ccc(C)cc2)c2ccc(O)c(CN(C)C)c12,3,12,-23,99*,5,13,1484,1.2,1,-0.4,0.49
CC(C)n1c(-c2ccncc2)n[nH]c1=S,2,-18,-24,-2,2,-2,1692,1.2,6,4.9,-0.49
CCN(CC)CCn1c(SCC(=O)NCc2ccccc2)nc2c(sc3ccccc32)c1=O,6,2,26,-2,4,-13,1612,0.7,-3,-0.1,-0.25
O=C(NC(=S)NCc1ccc(-c2nc3ccccc3s2)cc1)c1ccco1,3,-21,18,-7,-2,-10,1662,0.8,0,0.5,nt
O=C1Nc2ccccc2OC1CC(=O)N1CCOCC1 (stereo not given),9,-12,-6,-6,9,-3,1551,1.1,-6,-1.6,nt
COc1cc(C(=O)N(CCCO)Cc2cc3ccc(C)c(C)c3[nH]c2=O)cc(OC)c1OC,-3,-21,-4,0,-10,3,1391,1,7,1.2,nt
O=C(Oc1cccc(NC2=NS(=O)(=O)c3ccccc32)c1)c1cccnc1,-2,-5,-19,-4,-3,5,1576,1.2,6,0.2,nt
O=c1[nH]c2ccc(F)cc2[nH]c1=O,10,-1,-6,-3,4,-6,1828,1.1,13,-1.8,0.0023
CCOc1ccccc1NC(=O)C1Cc2ccccc2CN1S(C)(=O)=O (stereo not given),-6,nt,6,14,2,-9,1645,0.9,-1,-0.4,0.057
CC(=O)c1ccc(N2CCN(C(=O)CN(C)S(=O)(=O)c3cnc[nH]3)CC2)cc1,4,-15,-4,-3,4,-8,1519,1,-1,-1.4,-0.44
COc1ccc(NC(=O)CC2C(=O)N(c3ccc(OC)cc3)C(=O)N2Cc2ccc(OC)c(OC)c2)cc1 (stereo not given),0,-5,-2,3,1,7,1545,1,-3,0.7,-0.28
CC(=O)c1sc(N/N=C\c2ccc(Br)cc2)nc1C,-1,-6,22,27,-4,-18,1588,0.8,1,-0.4,0.77
CCOC(=O)/C(C(=O)Nc1ccccc1Br)=C1/NC(C)(C)Cc2ccccc21,4,-2,32,27,-6,1,1669,0.7,5,0.8,-0.84
CC(COc1ccccc1)N1CCC(CO)(CCc2ccccc2)CC1 (stereo not given),5,-2,-1,97*,1,-4,1437,1,1,-0.4,nt
CNC(=O)c1ccc(-c2sc3nc(N4CCOCC4)c4c(c3c2N)CC(C)(C)OC4)o1,10,nt,-2,9,6,-9,1668,1,2,-3.3,nt
Cc1ccc(C)c(NC(=O)CCn2nc(C)cc2C)c1,0,-14,11,-9,1,3,1479,0.9,-2,-1.9,0.11
O=c1c2[nH]c3ccc(F)cc3c2ncn1CCCN1CCOCC1,0,16,-4,-2,-7,8,1353,1,0,1.6,nt
COc1ccc(C)cc1N(CC(=O)N/N=C/c1ccccc1C(=O)O)S(=O)(=O)c1ccccc1,5,-9,4,-9,-3,2,1633,1,13,1.0,0.44
COc1ccc(CN2CCC(CO)(Cc3ccccc3)CC2)cc1Cn1cccn1,2,-2,-26,6,1,-7,1402,1.3,5,-0.5,-2.6
CCOC(=O)N1CCC(NC(=O)c2cc3c(C)nc4ccccc4c3o2)CC1,4,16,-2,5,6,6,1711,1,5,-2.1,nt
CN(CCN1CCOCC1)Cc1nc(-c2ccc3c(c2)OCO3)no1,-2,-1,2,39,4,0,1241,1,1,-0.4,0.39
Cc1ccc(C(=O)NCC(=O)NC2CCCC2)cc1,6,-24,2,0,-2,-1,1700,1,5,-0.7,-0.0024
Cc1ccccc1C(=O)N1CCC(C(=O)Nc2ccc(F)cc2)CC1,-2,-10,-1,0,8,-10,1481,1,-3,0.2,nt
O=C(COC(=O)/C=C/c1cccc(Cl)c1)NCCc1ccc(Cl)cc1Cl,10,-20,7,-4,-1,-1,1503,0.9,5,0.0,0.00048
O=C(Nc1ccc(S(=O)(=O)Nc2nccs2)cc1)c1ccc(N2C(=O)c3ccccc3C2=O)cc1,2,13,6,101*,2,4,1523,0.9,4,-0.2,-1.6
Cc1ccc(C(=O)NCC(C)(C)O)cc1,4,nt,4,3,-1,-17,1583,1,7,3.5,0.078
CCOc1cccc(OCCNC2CCCC2)c1,-6,-18,-3,80*,-3,3,1519,1,2,-0.5,-0.053
COc1cccc(N2CC(O)=C(c3nc4ccccc4c(=O)[nH]3)C2=N)c1,7,nt,1,6,-2,5,1552,1,5,0.1,2.6
Cc1cccc(-c2nnc(SCC(=O)NCc3ccc4c(c3)OCO4)n2C)c1,-4,nt,10,-2,-2,8,1447,0.9,-7,2.8,nt
CCCCc1nc2ccccc2c(NC(=O)CNC(C)(C)C)c1CCC,-7,nt,0,6,-6,2,1554,1,0,0.9,-2.8*
Cc1cccc(Nc2nnc(SC/C(O)=C(\C#N)c3nc4ccccc4[nH]3)s2)c1,-4,-1,4,-6,1,5,1526,1,2,0.0,-0.45
O=C(N/C(=C/c1cccs1)c1nc2ccccc2[nH]1)c1ccccc1,8,nt,-5,-1,18,1,1695,1.1,7,1.0,nt
C=CCn1c(C)c(C(C)=O)c(N2CCN(c3ccccc3)CC2)nc1=S,5,nt,5,-1,-2,9,1596,0.9,13,-2.5,nt
CC(C)CC(=O)N=C1SC2CS(=O)(=O)CC2N1CCc1ccccc1 (stereo not given),1,-23,11,-5,1,-4,1473,0.9,4,2.5,0.69
O=C(CCNc1n[nH]c(=O)[nH]c1=O)N/N=C\c1cccc(OCc2ccccc2)c1,-5,-1,-6,10,-2,5,1450,1.1,0,-1.6,-1.1
COc1cccc(C(=O)NCCN2CCOCC2)c1,-8,nt,-2,0,-11,1,1428,1,-10,2.2,nt
Cc1cc(Oc2cc(N)cc([N+](=O)[O-])c2)ccc1Cl,0,-4,12,-8,-2,0,1666,0.9,2,-0.1,0.067
Fc1ccc(-c2csc(-c3ccccn3)n2)cc1F,-5,8,24,2,-1,-16,1412,0.8,5,0.0,-0.025
Cc1cc(C)cc(NC(=O)CN(Cc2ccccc2)S(C)(=O)=O)c1,-2,nt,-20,-1,-5,3,1498,1.2,-2,0.5,nt
CC1=C(C(=O)N(C)C)C(c2ccc(N3CCOCC3)cc2)NC(=O)N1 (stereo not given),7,-9,7,10,2,0,1638,0.9,5,-0.4,0.66
CCOC(=O)Cc1csc(NC(=O)NC2(C(F)(F)F)Oc3cc(Cl)c(Cl)cc3O2)n1,5,nt,7,-2,2,-2,1435,0.9,6,-0.3,0.023
COC(=O)C1C(c2ccc(Cl)cc2)NC(c2ccc(Cl)cc2)C(C(=O)OC)S1(=O)=O (stereo not given),8,nt,12,45,4,-1,1434,0.9,6,0.3,0.0095

# The listing continues:
molecule,PPARg SRC-1 ag,S1P3 antagonist,bIAP inhibitor,L major viab,PPARg SRC-3 ag,TLR4-MyD88 BLA,SRC2 TRFRET art,bIAP act,PPARg SRC-2 ag,DTT redox prof,ROMK primary
COC(=O)C1=C(C)N=C2SC(C)C(=O)N2C1/C=C/c1ccccc1OC (stereo not given),3,nt,3,-1,-5,-1,1605,1,7,-0.3,0.016
COC(=O)c1ccc(NC(=O)Nc2ccccc2C)cc1,5,2,-5,13,3,-7,1613,1,7,-0.1,-0.75
O=C(Cn1cc2c(n1)CCCCC2)N1CCc2ccccc21,6,-32,5,-5,4,0,1476,1,3,-0.3,nt
O=S1(=O)CC(O)C(NCCO)C1 (stereo not given),-6,-2,-3,-6,-1,10,1401,1,-4,-0.4,0.22
CSc1cccc(NC(=O)CN(Cc2ccc(Cl)cc2)S(C)(=O)=O)c1,1,nt,16,20,8,-7,1463,0.8,5,0.0,-1.5
O=C1c2ccccc2C(=O)c2c1ccc1c(=O)n(C3CCCCC3)[nH]c21,9,nt,16,99*,-12,15,1655,0.8,5,3.2,-0.024
Cc1ccc(-n2c3nc(=O)[nH]c(=O)c-3cc3cc([N+](=O)[O-])ccc32)cc1C,-2,-17,8,94*,0,12,1539,0.9,2,0.5,nt
Cc1cnc(NC2=NCCC2)s1,9,-18,-31,-2,2,11,1517,1.3,2,-1.1,0.13
CC(=Nc1ccccc1)C1=C(O)CSC1=O,-3,nt,6,-4,-6,3,1304,0.9,-3,-12,nt
CCN1CCN(Cc2nc3c(c(=O)n(C)c(=O)n3C)n2Cc2cccc3ccccc23)CC1,-2,-16,2,92*,4,-9,1609,1,3,-0.2,0.073
CCOc1cccc(/C=C/C(=O)O)c1,0,-2,14,-5,1,8,1451,0.9,7,-1.0,0.46
Cc1ccc(S(=O)(=O)N2C3C=CC(C3)C2C(=O)O)cc1 (stereo not given),3,-5,10,-3,0,-8,1426,0.9,3,-0.1,nt
O=C(c1ccc(S(=O)(=O)N2CCCCCC2)cc1)N1CCC(CN2C(=O)c3cccc4cccc(c34)C2=O)CC1,-1,nt,2,80*,2,1,1486,1,-8,-0.7,-0.39
Cc1ccc(C(=O)Oc2oc(-c3ccco3)nc2C=Nc2ccc(Cl)cc2)cc1,8,nt,-3,-10,10,5,1673,1,-1,-2.9,nt
COc1ccc(CC(=O)N2CCc3ccccc32)cc1,0,nt,-9,-8,-10,8,1572,1.1,5,0.5,-0.71
CCn1c(C(C)C)n[nH]c1=S,3,-7,15,-6,1,-7,1577,0.9,7,-0.4,nt
O=C(NC(Cc1c[nH]c2ccccc12)C(=O)O)c1ccc(F)cc1 (stereo not given),-6,-13,-20,-7,3,-10,1525,1.2,-1,-0.5,nt

# Some of these compounds in order of the PPARg SRC-3 ag value, descending:
mol	PPARg SRC-3 ag
Cc1ccc(C(=O)Oc2oc(-c3ccco3)nc2C=Nc2ccc(Cl)cc2)cc1	10
CCN1CCN(Cc2nc3c(c(=O)n(C)c(=O)n3C)n2Cc2cccc3ccccc23)CC1	4
Cc1ccc(S(=O)(=O)N2C3C=CC(C3)C2C(=O)O)cc1 (stereo not given)	0
